Bioassay records: PubChem BioAssay, Broad Institute
E-selectin induc – induces E-selectin expression in human endothelial cells; P16581; HUVEC E-selectin immunofluorescence imaging; normalized: neutral wells 0, TNF-alpha wells 100; activation, % at 7.58 µM; actives 0.37% (n = 260,000);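 active means mean E-selectin-positive cell signal at least 10% of the positive control, reached in at least 60% of replicates, without over 20% cell loss; inconclusive means no rule given, readout overlaps actives, possibly toxicity-flagged; inactive means the rest, including those meeting only one limit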;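 further: in these data hits start at about 27%; measured in HUVEC primary endothelial cells; signal is the percent of cells scored E-selectin positive by PE staining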
Target sequence (P16581 whole entry, looked up): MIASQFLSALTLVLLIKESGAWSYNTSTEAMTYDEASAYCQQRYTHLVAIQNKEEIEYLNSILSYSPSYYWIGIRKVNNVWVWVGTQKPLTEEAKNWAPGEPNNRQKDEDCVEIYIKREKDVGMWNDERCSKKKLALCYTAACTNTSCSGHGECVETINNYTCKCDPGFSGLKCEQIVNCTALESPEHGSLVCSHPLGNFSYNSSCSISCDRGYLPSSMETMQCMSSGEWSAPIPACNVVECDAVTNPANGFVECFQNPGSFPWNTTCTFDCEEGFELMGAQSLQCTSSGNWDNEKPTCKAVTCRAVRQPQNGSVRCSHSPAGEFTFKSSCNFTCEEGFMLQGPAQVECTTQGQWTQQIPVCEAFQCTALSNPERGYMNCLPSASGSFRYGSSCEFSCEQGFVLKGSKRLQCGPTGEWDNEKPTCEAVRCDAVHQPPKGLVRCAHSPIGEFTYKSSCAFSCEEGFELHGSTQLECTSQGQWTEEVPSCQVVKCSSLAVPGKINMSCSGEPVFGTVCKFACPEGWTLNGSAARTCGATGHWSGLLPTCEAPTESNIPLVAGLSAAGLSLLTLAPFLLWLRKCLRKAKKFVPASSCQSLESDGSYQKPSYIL
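Assay system: HUVEC, human umbilical vein endothelial cells / Amount: 3,000 HUVEC/well / Controls: TNF-alpha positive control, DMSO neutral control / Compound dosing: single concentration / Medium: EGM-2 over gelatin coat / Evaluation: percent E-selectin-positive cells / Signal: immunofluorescence imaging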
PglD DTNB – PglD (C. jejuni) enzyme inhibition | purified PglD enzyme, DTNB colorimetric CoA detection | inhibition, % at 12.5 µM | actives 0.098% (n = 360,000); in the data active means inhibition above about 16%, passing the limit was not always enough; inconclusive means no clear call, values can overlap the other calls; further: strong numbers were not always called active
Cneo AK release – Cryptococcus neoformans lysis via adenylate kinase release. lysis activity, % at 15 µM. actives 0.2% (n = 360,000). C. neoformans lysis, adenylate kinase release luminescence, 4 h; normalised: neutral wells 0, clomiphene wells 100;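 active means mean lysis activity across replicates of at least 80%, whatever share of replicates individually reach that level; inactive means mean lysis activity below 80%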
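Material – Cryptococcus neoformans yeast cells · Quantity – 5 × 10^6 yeast cells/mL · Buffer or medium – YPD medium · Compound – single dose · Timing – 4 h static compound exposure, 37 °C, read 1 h post-reagent · Signal – adenylate kinase release luminescence · Read-out basis – lysis from increased AK signal · Benchmarks – Clomiphene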
RAD52 inh – blocks human RAD52 DNA annealing. P43351. recombinant RAD52 DNA annealing, FRET fluorescence. inhibition, % at 18.7 µM. actives 0.46% (n = 360,000);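 active means every replicate showing at least 50% inhibition; inconclusive means mean inhibition at least 50% but not in every replicate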
Target sequence (P43351 whole entry, looked up): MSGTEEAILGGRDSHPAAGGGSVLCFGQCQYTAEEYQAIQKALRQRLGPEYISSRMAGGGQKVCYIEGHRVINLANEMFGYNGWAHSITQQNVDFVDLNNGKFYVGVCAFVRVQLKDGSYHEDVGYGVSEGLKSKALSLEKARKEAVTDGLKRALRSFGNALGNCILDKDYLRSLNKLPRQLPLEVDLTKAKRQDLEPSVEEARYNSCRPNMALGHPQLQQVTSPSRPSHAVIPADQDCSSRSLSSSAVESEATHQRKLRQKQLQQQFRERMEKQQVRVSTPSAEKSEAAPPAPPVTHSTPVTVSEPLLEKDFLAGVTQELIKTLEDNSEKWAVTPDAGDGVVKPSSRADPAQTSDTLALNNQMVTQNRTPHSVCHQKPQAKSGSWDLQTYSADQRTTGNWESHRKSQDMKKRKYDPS
ERAP1 inh – blocks human ERAP1 aminopeptidase activity; Q9NZ08; recombinant ERAP1, Leu-AMC fluorescence, 60 min; inhibition, % at 10.7 µM; actives 0.15% (n = 340,000); AID 652197;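 active means mean replicate inhibition of at least 30%, or all replicates individually reaching that 30% level; inactive means mean below 30% and not every replicate reaching it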;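 further: 0% = neutral control wells and 100% = L-leucinethiol positive control wells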
RAD54 branch – blocks human RAD54 Holliday junction branch migration. Q92698. FAM/BHQ fluorescence. inhibition, % at 10.4 µM. actives 0.14% (n = 360,000);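 active means mean normalized replicate activity at least 40 and at least half of replicates scoring 40 or more; inconclusive means only one of the two criteria met; inactive means mean below 40 and under half of replicates reaching 40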;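 further: 0% = median of neutral control wells and 100% = median of positive control wells; inhibitors cause a drop in the FAM fluorescence signal; in these data hits start at about 50%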
PGC1a acetyl inh – lowers PGC1a acetylation signal in U2OS cells | AlphaScreen anti-acetyl-lysine; with virally co-expressed GCN5 acetyltransferase | inhibition, % at 15.6 µM | actives 0.17% (n = 350,000);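 active means every replicate shows inhibition of at least 40%; inconclusive means mean inhibition at least 40% but some replicate below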;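 further: 0% = neutral control wells and 100% = positive control wells; some results beyond the cut were filed as inactive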
miR122 inh – blocks miR-122 activity in Huh7 sensor cells | AID 602342 | actives 0.3% (n = 340,000) | activation (reporter increase), % at 12.5 µM | Huh7 miR-122 Renilla luciferase sensor, 48 h; neutral wells = 0, positive control = 100;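 active means mean replicate activation score at least 90 and every replicate individually at or above 90; inconclusive means only one of the two criteria met; inactive means neither criterion met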;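 further: higher luciferase means less miR-122 activity so hits act as miR-122 inhibitors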
Numbers without * were called inactive; ? = inconclusive; . = no result given; [ ] = dose if it differs, or a comment.

SMILES	E-selectin induc	PglD DTNB	Cneo AK release	RAD52 inh	ERAP1 inh	RAD54 branch	PGC1a acetyl inh	miR122 inh
CCN(CC(=O)Nc1ccc(NC(C)=O)cc1)C(=O)c1ccccc1Sc1ccccc1C#N	0.0	-2	-2	-5	-1	5	-12	-7
CC1CCCN(S(=O)(=O)c2ccc(CN3C(=O)c4cccnc4C3=O)cc2)C1 (stereo not given)	.	-10	0	-1	-3	6	-6	-6
CCCC(=O)Nc1ccc2c(c1)C(=O)N(C)C[C@H](OC)[C@H](C)CN(C(=O)c1ccncc1)[C@@H](C)CO2	-0.3	-2	7	-10	0	-8	1	.
O=C(CCN1CCN(Cc2ccccc2)CC1)NNC(=O)c1cc2ccccc2o1	.	3	0	-9	0	-12	5	-2
O=C(CSc1ccccc1)NC(=O)NCc1ccccc1	1.2	.	.	-9	-4	.	2	.
O=C(N/N=C/c1ccc(O)c(O)c1)c1cc(-c2ccccc2)nc2ccccc12	-0.1	2	-1	-6	-1	5	8	-1
O=C1NC(c2ccccc2OC(F)F)Oc2ccccc21 (stereo not given)	0.2	-9	-1	-14	3	1	.	-2
Cn1cnc(S(=O)(=O)N2CCCCN3[C@@H](CO)[C@H](c4ccc(-c5cccc(F)c5)cc4)[C@@H]3C2)c1	-0.2	2	0	-13	2	0	1	-3[16.7 µM]
Cc1cccc(S(=O)(=O)N(C)C[C@@H]2OCc3ccccc3-c3c(n(C)c4ccccc34)C(=O)N([C@@H](C)CO)C[C@H]2C)c1	8.1	2	53	17	1	0	-2	.
CN1C(=O)c2cc(NC(=O)Cc3ccccc3)ccc2OC[C@H]2O[C@H](CC(=O)NC3CCC3)CC[C@H]21	0.0	-2	-8	-6	2	5	5	15[16.7 µM]
CO[C@H]1CN(C)C(=O)c2ccc(NC(=O)Nc3ccccc3)cc2OC[C@H](C)NC[C@H]1C	0.3	-2	1	-13	0	7	5	-1[16.7 µM]
CCOc1ccc(NC(=O)c2cc3c(C)nc4ccccc4c3o2)cc1	3.1	-5	7	-153	10	3	.	.
CNC[C@H]1Oc2ccc(NS(=O)(=O)c3cccs3)cc2CC(=O)N([C@H](C)CO)C[C@H]1C	.	1	1	9	0	-1	7	-2[16.7 µM]
Cn1c(SCC(=O)Nc2nccs2)nnc1C1CC1	-0.2	1	-2	-13	-2	-3	.	-5
COc1ccccc1NC(=S)Nc1ccc2cn[nH]c2c1	6.9	2	1	0	0	5	.	15
COc1cc(/C=c2\s/c(=C(/C#N)C(=O)N3CCCC3)n(-c3ccccc3)c2=O)ccc1O	.	4	2	.	.	-13	-12	-1
Cc1ccc(CNC(=O)C2CCCCN2S(=O)(=O)c2ccccc2)cc1 (stereo not given)	.	-1	-1	5	2	12	.	-4
C=CCNC(=O)COc1coc(CN2CCN(C(=O)c3ccco3)CC2)cc1=O	-0.2	-1	1	-13	4	-7	9	.
O=C(C1CCCC1)N1CC(=O)N2[C@@H](CO)[C@H](c3ccc(Br)cc3)[C@@H]2C1	0.0	.	.	-1	1	.	0	.
Cc1ccccc1C(=O)NNC(=O)c1ccc(F)cc1	.	-2	-8	.	.	7	4	-1
C[C@@H]1CN([C@@H](C)CO)C(=O)c2cccc(NS(C)(=O)=O)c2O[C@@H]1CN(C)S(C)(=O)=O	0.4	1	1	15	0	0	1	-4[16.7 µM]
O=C(CCc1ccccc1)Nc1ccnn1C1CCN(Cc2ccc(OCCO)cc2)CC1	.	-102	1	-2	-2	-2	3	-9
C[C@@H]1CCCCO[C@@H](CN(C)CC2CC2)[C@@H](C)CN([C@H](C)CO)C(=O)c2cc(NC(=O)Nc3ccccc3)ccc2O1	0.4	-4	2	38	-1	4	8	0[16.7 µM]
CC1(C)CC(NC(=O)c2cc(S(=O)(=O)N3CCCCC3)ccc2Cl)CC(C)(C)N1	-0.1	-1	0	-13	-3	16	.	1
C[C@@H]1CN([C@@H](C)CO)S(=O)(=O)c2ccc(C#Cc3ccncc3)cc2O[C@@H]1CN(C)C(=O)C1CCCCC1	1.1	0	1	2	-2	-4	7	-17[16.7 µM]
CCOc1ccc(N(CC(=O)NCCc2ccccc2)S(=O)(=O)c2ccccc2)cc1	4.8	-1	5	-11	1	-1	.	.
Cc1ccc(C(=O)OC(C)CN2CCN(C)CC2)cc1 (stereo not given)	.	-4	-1	0	-3	-16	3	4
CCCS(=O)(=O)N1CCN=C1SCc1ccc(F)cc1	.	4	5	-13	1	1	-1	-4
Cc1ccc(-n2cc(CN3CCC(CO)(Cc4cccc(C(F)(F)F)c4)CC3)cn2)cc1	.	2	2	15	-4	0	-10	0
O=C(CCC(=O)NNC(=O)c1ccccc1[N+](=O)[O-])NCc1ccccc1	.	.	.	-15	-6	.	3	-1
CCOc1ccccc1CNC(=O)C1CCCN(c2ncnc3c2nc2n3CCCCC2)C1 (stereo not given)	.	-3	12	2	3	-10	-22	-3
CCCC(=O)Nc1ccc2c(c1)C(=O)N(C)[C@H]1CC[C@H](CC(=O)OC)O[C@H]1CO2	0.1	0	49	.	.	10	0	17[16.7 µM]
Cc1ccc(C(=O)N(C)Cc2ccc(N3CCOCC3)cc2)cc1S(=O)(=O)NCc1ccccc1	0.0	.	.	-3	0	.	-4	.
O=C(CSc1n[nH]c(=O)n1Cc1ccco1)c1ccc(F)cc1	4.5	-4	1	-6	1	4	0	-3
CCOC(=O)c1c(C)n(C)c2ccc(OCC(O)Cn3c(C)nc4ccccc43)cc12 (stereo not given)	.	-4	9	.	.	-11	-4	-6
CCOC(=O)C1CCN(C(=O)c2cccc(Cl)c2)CC1	.	-11	1	.	.	1	-2	4
CCC(C)C1NC(=S)N(Cc2ccccc2)C1=O (stereo not given)	.	-3	3	.	.	-1	3	3
COc1cc(/C=N/N2CCOCC2)ccc1OCc1ccc(Cl)cc1	1.0	.	.	-4	7	.	10	.
CO[C@H]1O[C@H](CO)[C@@H](OC(=O)Nc2cccc(F)c2)[C@H](OC(=O)Nc2ccc3c(c2)OCO3)[C@H]1OC(=O)Nc1ccc2c(c1)OCO2	.	13	0	24	-4	-4	.	.
COC(=O)c1ccc(/C=N\NC(=O)c2c(C)nc3ccc(Cl)cn23)cc1	.	-2	-3	.	.	1	.	-4
CCn1c(=O)c(C(=O)CC#N)c(N)n(Cc2ccccc2)c1=O	.	-8	-6	-19	0	-1	-4	-1
Cc1ccc(NC2=NCCC2)cc1Cl	.	-2	-1	.	.	2	4	-6
C[C@@H]1CN([C@H](C)CO)C(=O)c2cc(NC(=O)Nc3cccc4ccccc34)ccc2O[C@H]1CN(C)S(=O)(=O)c1ccc(F)cc1	-0.3	0	7	-1	3	8	1	-2[16.7 µM]
N#C[C@H]1[C@@H](c2ccccc2-c2ccccc2)[C@@H](CO)N1C(=O)NC1CCCC1	-0.1	.	.	-5	2	.	0	.
Cc1cccc(OCCCC(=O)N2CCCc3ccccc32)c1C	.	2	3	-19	2	-15	-6	1
CCCC(=O)N1N=C(c2ccccc2)CC1c1cn(C)c2ccccc12 (stereo not given)	.	7	-1	.	.	-2	-4	-1
COCC(=O)N1C[C@@H](C)[C@@H](OC)CN(C)C(=O)c2ccc(NC(=O)Nc3ccccc3)cc2OC[C@@H]1C	0.7	-2	5	-2	0	2	11	.
COc1cc(CO)ccc1OCc1ccc(Cl)nc1	.	-8	-1	-6	.	-20	0	0
COc1ccccc1C(CNC(=O)c1cccc(S(=O)(=O)Nc2ccc(F)cc2)c1)N(C)C (stereo not given)	0.3	-4	-1	13	-4	-1	.	.
CCOc1ccc(NC(=O)c2cc(C3CC3)nc3c2cnn3C(C)C)cc1OC	.	0	-1	-10	5	-10	-11	-4
CCN(CC)S(=O)(=O)c1ccc(C)c(NC(=S)N2CCN(Cc3ccc4c(c3)OCO4)CC2)c1	-0.2	-4	-2	-31	-1	-3	11	-7
Cc1ccc(S(=O)(=O)N(C)CC(=O)NCCCc2ccccc2)cc1	.	-2	1	-10	1	-6	-17	2
COc1cccc(NC(=O)CCN2CCC(C(N)=O)CC2)c1	.	-1	-3	.	.	-19	-8	2
COc1cccc(CNC(=O)C2CCN(S(=O)(=O)c3ccc4c(c3)NC(=O)C(C)S4)CC2)c1 (stereo not given)	?	-1	0	-39	3	-8	-1	2
COc1ccc2c3c(n(C)c2c1)[C@H](CO)N(C(=O)Nc1ccc(F)cc1)CC31CCN(C(=O)NC2CCCC2)CC1	0.7	.	.	3	0	.	-5	.
CCCN1/C(=C(\C#N)C2=NS(=O)(=O)c3ccccc32)N(C)c2ccccc21	0.0	.	.	-11	3	.	8	-6
CC(C)CNC(=O)C(=O)NCc1ccccc1	.	3	4	-4	3	-9	5	2
CCOC(=O)C1(C(=O)OCC)CC1c1ccccc1 (stereo not given)	.	-10	4	.	.	7	-4	-1
CN(C)S(=O)(=O)NCC1CCCN(Cc2cc3ccccc3s2)C1 (stereo not given)	.	-12	4	-21	4	1	.	-14
COc1ccc(NC(=O)N2CCc3ccccc3C2)cc1OC	0.3	0	-1	8	5	-8	1	-2

New compounds follow.
SMILES	E-selectin induc	PglD DTNB	Cneo AK release	RAD52 inh	ERAP1 inh	RAD54 branch	PGC1a acetyl inh	miR122 inh
CCCC#Cc1cnc2c(c1)C(=O)N([C@@H](C)CO)C[C@@H](C)[C@@H](CN(C)C(=O)Cc1ccccc1)O2	0.0	2	-2	0	-5	3	8	6[16.7 µM]
O=C(CSC1=NCCS1)NC(c1ccccc1)c1ccccc1	0.9	3	3	-21	0	7	-10	-15
CCCOC(=O)NC1CCS(=O)(=O)C1 (stereo not given)	.	5	-1	.	.	6	3	2
Cc1ccc(C(C)C)cc1S(=O)(=O)NCc1cccnc1	.	6	0	.	.	-8	-10	24
CCCCCCNC(=O)CNC(=S)N(Cc1cccs1)C1CCCCC1	0.0	-1	-3	-3	0	-6	-9	27
CC(C)c1nc2oc3c(N(C)CCO)ncnc3c2c2c1CCC2	.	-7	2	-6	1	-8	.	0
COc1ccc(NC(=O)N(C)C[C@@H]2Oc3ccc(NS(=O)(=O)c4ccc(OC)cc4)cc3CC(=O)N([C@H](C)CO)C[C@@H]2C)cc1	-0.1	-4	3	-12	3	6	6	-9[16.7 µM]
Cc1ccc(N(CC(=O)NCC(O)c2ccccc2)S(=O)(=O)c2ccc(C)cc2)cc1 (stereo not given)	.	0	0	4	-3	-12	.	3
CCn1c2ccccc2c2nn(C)c(=N)nc21	.	7	1	.	.	22	.	4
CCCCN(CCCNC(=O)c1ccc2c(c1)NC(=O)CN2C)c1ccccc1	0.1	4	-1	-19	3	-4	0	14
CC1CCCCC1NC(=O)CN1C(=O)NC(Cc2ccccc2)(Cc2ccccc2)C1=O (stereo not given)	.	-3	-2	.	.	-6	.	2

Entries from the list above that have a thiophene ring, fused or not, in the order listed:
SMILES	E-selectin induc	PglD DTNB	Cneo AK release	RAD52 inh	ERAP1 inh	RAD54 branch	PGC1a acetyl inh	miR122 inh
CNC[C@H]1Oc2ccc(NS(=O)(=O)c3cccs3)cc2CC(=O)N([C@H](C)CO)C[C@H]1C	.	1	1	9	0	-1	7	-2[16.7 µM]
CN(C)S(=O)(=O)NCC1CCCN(Cc2cc3ccccc3s2)C1 (stereo not given)	.	-12	4	-21	4	1	.	-14
CCCCCCNC(=O)CNC(=S)N(Cc1cccs1)C1CCCCC1	0.0	-1	-3	-3	0	-6	-9	27
